IDH1 mut inh: inhibitors of human IDH1 R132H; O75874; IDH1 R132H reductase, diaphorase/resazurin fluorescence, 60 min; AID 624101; inhibition, % at 10 µM; hit rate 0.18% among 70,000; in the data active = inhibition above about 34%;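 note: 0% = DMSO and 100% = no enzyme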
Target sequence (O75874 whole entry R132H): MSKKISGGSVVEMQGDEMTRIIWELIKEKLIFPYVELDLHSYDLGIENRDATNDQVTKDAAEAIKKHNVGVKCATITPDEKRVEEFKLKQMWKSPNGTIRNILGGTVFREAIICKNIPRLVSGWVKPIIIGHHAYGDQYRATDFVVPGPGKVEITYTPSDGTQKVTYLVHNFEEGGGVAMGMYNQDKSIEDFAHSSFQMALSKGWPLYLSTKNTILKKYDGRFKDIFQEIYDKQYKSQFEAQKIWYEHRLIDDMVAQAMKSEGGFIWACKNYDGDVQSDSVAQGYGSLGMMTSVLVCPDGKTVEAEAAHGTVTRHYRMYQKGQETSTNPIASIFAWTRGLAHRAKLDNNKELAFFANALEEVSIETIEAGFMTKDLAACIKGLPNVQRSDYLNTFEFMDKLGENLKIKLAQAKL
EZH2 inh: inhibitors of human EZH2/PRC2 methyltransferase; AID 651548; PRC2 H3K27 methylation, DELFIA TRF, 1 h; hit rate 0.35% among 57,000; Q15910; inhibition, % at 12.5 µM;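 active = mean inhibition of replicates at least 50% and every single replicate also reaching 50%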;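 note: dimethyl H3K27 on biotinylated H3 21-44 peptide detected by antibody; plate controls were median neutral control wells for no effect and median positive control wells for full effect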
* hit, by the source's call; · = no result given; & = joins results of further samples. Only part of the results is shown; count on the stated rates, not on these rows.

Order of results – EZH2 inh | IDH1 mut inh
C[C@H](CO)N1C[C@H](C)[C@@H](CN(C)S(=O)(=O)c2cn(C)cn2)Oc2ccc(NC(=O)C3CC3)cc2C1=O
    · | 1.2
O=C(C[C@@H]1C[C@H]2c3cc(NC(=O)c4ccc5c(c4)OCO5)ccc3O[C@H]2[C@H](CO)O1)NCCN1CCCCC1
    -4 | -0.1
C[C@@H]1CN([C@H](C)CO)C(=O)Cc2cc(NC(=O)CCCCCC(=O)Nc3ccccc3N)ccc2O[C@@H]1CN(C)Cc1ccc2c(c1)OCO2
    -18 | 0.1
CC(C)CC#Cc1ccc2c(c1)O[C@H](CN(C)C(=O)Cc1cccnc1)[C@H](C)CN([C@H](C)CO)S2(=O)=O
    18 | 52*
COC(=O)c1ccc(NC(=O)CN(C)S(=O)(=O)c2cc(Cl)ccc2Cl)cc1
    -7 | 0.4
O=C(C1=C[C@H](c2coc3ccccc3c2=O)C[C@H](OCCCCO)O1)N1CCN(Cc2ccc3c(c2)OCO3)CC1
    3 | ·
COc1ccc(S(=O)(=O)N[C@@H]2C=C[C@H](CC(=O)N3CCc4ccccc4C3)O[C@@H]2CO)cc1
    -9 | -0.1
COc1cccc(N(CC(=O)Nc2c(C)n(C)n(-c3ccccc3)c2=O)S(C)(=O)=O)c1
    -14 | -0.2
C[C@H]1CN([C@@H](C)CO)C(=O)Cc2cc(NC(=O)Nc3ccc4c(c3)OCO4)ccc2O[C@H]1CN(C)CC1CC1
    -2 | -0.3
CC(C)CC#Cc1ccc2c(c1)O[C@H](CN(C)C(=O)C1CCC1)[C@H](C)CN([C@@H](C)CO)S2(=O)=O
    10 | ·
CC(C)NC(=O)Nc1cccc2c1O[C@H](CN(C)Cc1ccc(-c3ccccc3)cc1)[C@H](C)CN([C@@H](C)CO)C2=O
    -5 | ·
CC(C)NC(=O)N(C)C[C@@H]1OCCCC[C@H](C)Oc2ccc(NC(=O)c3ccncc3)cc2C(=O)N([C@@H](C)CO)C[C@H]1C
    -4 | 3.9
C[C@H](CO)N1C[C@H](C)[C@H](CN(C)Cc2ccc(C(=O)Nc3ccccc3N)cc2)Oc2ccc(NS(C)(=O)=O)cc2C1=O
    -13 | ·
CO[C@H]1CN(C)C(=O)c2cc(NS(C)(=O)=O)ccc2OC[C@@H](C)N(Cc2nccs2)C[C@@H]1C
    10 | -0.1
C[C@@H]1CN([C@H](C)CO)C(=O)c2cc(NC(=O)Cc3ccccc3)ccc2O[C@@H](C)CCCCO[C@H]1CN(C)Cc1ccccc1
    · | 0.3
C[C@@H]1CN([C@H](C)CO)S(=O)(=O)c2ccc(-c3ccc(F)cc3)cc2O[C@H]1CN(C)S(C)(=O)=O
    -2 | 0.4
Cc1cc(C)nc(SC(C)C(=O)Nc2ccc(Cl)c(Cl)c2)n1 (centres undefined)
    3 | 0.1
O=C(Cc1ccc(O)cc1)OC1[C@@H](O)[C@@H](O)C(OC(=O)Cc2ccc(O)cc2)[C@H](O)[C@@H]1O (some centres undefined)
    6 | -0.3
O=C(C[C@H]1C=C[C@H](NS(=O)(=O)c2ccc(F)cc2)[C@@H](CO)O1)NCCN1CCCCC1
    1 | 0.4
C[C@H]1CN([C@@H](C)CO)C(=O)c2cc(-c3ccc(F)cc3)cnc2O[C@@H]1CN(C)C(=O)c1ccc(F)cc1
    0 | 2.6
Cc1c(NC(=O)Cn2nc(C(F)(F)F)c3c2CCCC3)c(=O)n(-c2ccccc2)n1C
    -11 | 0.1
O=C(C[C@@H]1CC[C@@H](NC(=O)Nc2ccc(C(F)(F)F)cc2)[C@H](CO)O1)NCc1ccccn1
    10 | 0.4
C[C@H](CO)N1C[C@H](C)[C@H](CN(C)CC2CC2)Oc2ccc(NC(=O)Cc3ccccc3)cc2CC1=O
    5 | 0.8
COc1ccccc1C#Cc1ccc2c(c1)O[C@@H](CN(C)Cc1cccnc1)[C@@H](C)CN([C@@H](C)CO)S2(=O)=O
    0 | 0.1
COCC(=O)N(C)C[C@@H]1Oc2ncc(-c3ccc(C#N)cc3)cc2C(=O)N([C@@H](C)CO)C[C@@H]1C
    -2 | -1.6
CO[C@@H]1CN(C)C(=O)c2cc(NS(=O)(=O)CC(F)(F)F)ccc2OC[C@@H](C)N(C(=O)NC(C)C)C[C@@H]1C
    -4 | -0.2
COCC#Cc1cnc2c(c1)C(=O)N([C@H](C)CO)C[C@H](C)[C@H](CN(C)C(=O)c1cnccn1)O2
    -18 | 0.5
CC(C)C#Cc1ccc2c(c1)O[C@@H](CN(C)Cc1cncnc1)[C@@H](C)CN([C@H](C)CO)S2(=O)=O
    8 | 2.9
O=C(C[C@H]1CC[C@H](NC(=O)Nc2ccc(C(F)(F)F)cc2)[C@@H](CO)O1)NCc1cccc(F)c1
    -6 | -0.2
C[C@H](CO)N1C[C@H](C)[C@@H](CN(C)Cc2ccc3cccnc3c2)OCc2cnnn2CCCC1=O
    -5 | -1.2
CC(=O)c1ccc(NC(=O)CSc2nc(C)cc(C)c2C#N)cc1
    6 | -0.3
C[C@@H]1CN([C@H](C)CO)C(=O)c2cccc(NS(=O)(=O)c3cn(C)cn3)c2O[C@@H]1CN(C)S(=O)(=O)c1ccc(Cl)cc1
    · | 0.3
CO[C@@H]1CN(C)C(=O)c2ccc(NS(=O)(=O)c3ccccc3)cc2OC[C@H](C)NC[C@H]1C
    -2 | 0.0
CC(C)NC(=O)N(C)C[C@@H]1Oc2ccc(NS(=O)(=O)c3cccs3)cc2C(=O)N([C@@H](C)CO)C[C@@H]1C
    · | 2.9
C[C@H]1CN([C@@H](C)CO)S(=O)(=O)c2ccc(C#CC3CC3)cc2O[C@H]1CN(C)Cc1ccc(F)cc1
    37 | 0.8
COc1ccc(S(=O)(=O)N(C)C[C@H]2Oc3ccc(N(C)C)cc3C(=O)N([C@@H](C)CO)C[C@H]2C)cc1
    -11 | -0.1
C[C@H](CO)N1C[C@H](C)[C@@H](CN(C)Cc2ccc(Cl)c(Cl)c2)Oc2ccc(NC(=O)NC3CCCCC3)cc2C1=O
    · | 2.0
CC(C)NC(=O)N(C)C[C@H]1Oc2cc(C3=CCCC3)ccc2S(=O)(=O)N([C@H](C)CO)C[C@@H]1C
    -30 | ·
Nc1cc(N)nc(SCc2n[nH]c(=S)n2-c2ccccc2)n1
    -21 | -0.2
Cc1noc(C)c1NC(=O)Nc1ccc2c(c1)C(=O)N([C@H](C)CO)C[C@@H](C)[C@H](CN(C)Cc1ccc(C(F)(F)F)cc1)O2
    1 | ·

Part of the list above, reformatted:
CC(=O)c1ccc(NC(=O)CSc2nc(C)cc(C)c2C#N)cc1
  EZH2 inh: 6 | IDH1 mut inh: -0.3

C[C@@H]1CN([C@H](C)CO)C(=O)c2cccc(NS(=O)(=O)c3cn(C)cn3)c2O[C@@H]1CN(C)S(=O)(=O)c1ccc(Cl)cc1
  EZH2 inh: · | IDH1 mut inh: 0.3

CO[C@@H]1CN(C)C(=O)c2ccc(NS(=O)(=O)c3ccccc3)cc2OC[C@H](C)NC[C@H]1C
  EZH2 inh: -2 | IDH1 mut inh: 0.0

CC(C)NC(=O)N(C)C[C@@H]1Oc2ccc(NS(=O)(=O)c3cccs3)cc2C(=O)N([C@@H](C)CO)C[C@@H]1C
  EZH2 inh: · | IDH1 mut inh: 2.9

(cont.)
Order of results – EZH2 inh | IDH1 mut inh
C[C@H]1CN([C@@H](C)CO)C(=O)Cc2cc(NC(=O)CCN3CCOCC3)ccc2O[C@H]1CN(C)CC1CC1
    -7 | 0.0
CO[C@H]1CN(C)C(=O)c2cc(NS(C)(=O)=O)ccc2OC[C@H](C)N(C(=O)C2CC2)C[C@H]1C
    -11 | 0.2
Cc1ccc(-c2cnc3c(c2)C(=O)N([C@@H](C)CO)C[C@H](C)[C@@H](CN(C)Cc2ccccc2C(=O)O)O3)cc1
    -13 | 1.2
COC(OC)C1Nc2ccccc2C(=O)N1c1cccc(C(F)(F)F)c1 (centres undefined)
    5 | 1.0
Cc1c(Cl)cccc1NC(=O)CN(C)S(=O)(=O)c1ccc2ccccc2c1
    12 | 0.2
C[C@H]1CN([C@@H](C)CO)C(=O)c2cccc(NC(=O)Nc3ccc(C(F)(F)F)cc3)c2O[C@H]1CN(C)S(C)(=O)=O
    · | 0.6
CC1CCc2c(sc3ncnc(NCCc4nc5ccccc5[nH]4)c23)C1 (centres undefined)
    -42 | 0.6
CC(C)CC#Cc1cnc2c(c1)C(=O)N([C@@H](C)CO)C[C@@H](C)[C@H](CN(C)C(=O)c1cnccn1)O2
    · | 0.1
CNC[C@@H]1OCCCC[C@@H](C)Oc2ccc(NC(=O)Nc3cccc4ccccc34)cc2C(=O)N([C@@H](C)CO)C[C@H]1C
    4 | -18
C[C@@H]1CN([C@@H](C)CO)C(=O)c2cc(NC(=O)C3CC3)ccc2O[C@@H]1CN(C)S(=O)(=O)c1ccc(Cl)cc1
    · | -0.5
CCCNC(=O)N(C)C[C@H]1Oc2cc(C#C[C@H](C)O)ccc2S(=O)(=O)N([C@H](C)CO)C[C@@H]1C
    14 | 1.3
COc1ccc(NC(=O)Nc2ccc3c(c2)C(=O)N([C@H](C)CO)C[C@@H](C)[C@@H](CN(C)C(=O)CCCN(C)C)OCCCC[C@@H](C)O3)cc1
    · | 2.4
COc1ccc(NC(=O)N(C)C[C@H]2OCc3cnnn3CCCC(=O)N([C@@H](C)CO)C[C@H]2C)c(OC)c1
    · | -2.1
Cc1cc(C)c(NC(=O)CSc2nnc(-c3ccc(F)cc3)n2C)c(C)c1
    8 | 1.2
COc1ccc(S(=O)(=O)N(C)C[C@@H]2OCCCC[C@@H](C)Oc3ccc(NS(=O)(=O)c4ccccc4)cc3C(=O)N([C@H](C)CO)C[C@H]2C)cc1
    · | -0.5
COCC(=O)N(C)C[C@@H]1Oc2cc(-c3cccc(F)c3)ccc2S(=O)(=O)N([C@H](C)CO)C[C@H]1C
    3 | -1.9
O=C(O)c1cc(-c2ccccc2)nc2ccccc12
    -7 | -1.7
CC(C)NC(=O)N(C)C[C@H]1Oc2ccc(N(C)C)cc2C(=O)N([C@@H](C)CO)C[C@H]1C
    11 | -3.5
C[C@@H]1CN([C@H](C)CO)C(=O)Cc2cc(NC(=O)c3ccncc3)ccc2O[C@H]1CN(C)S(=O)(=O)c1ccccc1
    · | 1.1
COc1ccc(NC(=O)N(C)C[C@@H]2OCCCC[C@H](C)Oc3ccc(NS(=O)(=O)c4ccccc4)cc3C(=O)N([C@H](C)CO)C[C@H]2C)cc1
    · | 3.1
CNC[C@@H]1Oc2c(NC(=O)C3CCCCC3)cccc2C(=O)N([C@@H](C)CO)C[C@H]1C
    0 | 4.0
C[C@@H]1CN([C@@H](C)CO)S(=O)(=O)c2ccc(C3=CCCC3)cc2O[C@@H]1CN(C)Cc1cccc(C(=O)O)c1
    · | -0.1
CO[C@H]1CN(C)C(=O)c2ccc(NC(=O)Cc3ccccc3)cc2OC[C@H](C)N(C(C)=O)C[C@@H]1C
    8 | -0.2
CO[C@@H]1CN(C)C(=O)c2cc(NS(C)(=O)=O)ccc2OC[C@H](C)N(C(=O)CN(C)C)C[C@H]1C
    3 | -0.1
C[C@@H]1CN([C@@H](C)CO)C(=O)c2c(c3ccccc3n2C)-c2ccccc2CO[C@@H]1CN(C)C(=O)c1ccccc1
    7 | 0.0
CN(C)CC(=O)Nc1ccc2c(c1)[C@H]1C[C@@H](CC(=O)N3CCOCC3)O[C@@H](CO)[C@H]1O2
    -16 | -0.2
C[C@H]1CN([C@@H](C)CO)C(=O)Cc2cc(NS(=O)(=O)c3cn(C)cn3)ccc2O[C@H]1CN(C)S(=O)(=O)c1ccccc1
    · | 0.2
C[C@H]1CN([C@@H](C)CO)C(=O)c2ccccc2-c2ccccc2CO[C@@H]1CN(C)C(=O)Nc1cccc(C(F)(F)F)c1
    -10 | 0.1
COc1ccc(NC(=O)Nc2ccc3c(c2)[C@@H]2C[C@@H](CC(=O)N4CCCCC4)O[C@H](CO)[C@@H]2O3)cc1
    7 | 0.1
C/C=C/c1ccc2c(c1)O[C@@H](CN(C)C(=O)c1cccnc1)[C@@H](C)CN([C@H](C)CO)S2(=O)=O
    · | 0.3
Cc1noc(C)c1S(=O)(=O)Nc1ccc2c(c1)C(=O)N([C@@H](C)CO)C[C@H](C)[C@H](CN(C)C(=O)c1ccncc1)OCCCC[C@@H](C)O2
    · | 0.8
CC(=O)C(C#N)C(=O)Nc1cc(Br)ccc1Br (centres undefined)
    · | -0.4&-0.3
CCOc1ccc(NC(=O)C2CC(=O)n3c(nc4ccccc43)N2)cc1 (centres undefined)
    · | -0.3
Cc1ccc(S(=O)(=O)N(C)C[C@@H]2Oc3cc(C#Cc4ccncc4)ccc3S(=O)(=O)N([C@H](C)CO)C[C@H]2C)cc1
    -7 | -4.2
CO[C@H]1CN(C)C(=O)c2ccc(NS(=O)(=O)c3ccccc3C)cc2OC[C@H](C)NC[C@H]1C
    5 | -0.2
C[C@@H]1CCCCO[C@H](CN(C)C(=O)Cc2ccccc2)[C@H](C)CN([C@@H](C)CO)C(=O)c2cc(NC(=O)CCCN(C)C)ccc2O1
    · | -2.6
C[C@H](CO)N1C[C@H](C)[C@H](CN(C)C(=O)c2ccccc2F)Oc2ncc(-c3ccc(F)cc3)cc2C1=O
    19 | ·
Cc1ccc(S(=O)(=O)Nc2cccc3c2O[C@@H](CN(C)Cc2ccncc2)[C@@H](C)CN([C@@H](C)CO)C3=O)cc1
    -10 | 10.0
COC(=O)C(C)N(C#N)c1nc(C)cc(C)n1 (centres undefined)
    -5 | -0.2
COc1c(O)cc(-c2oc3cc(O)cc(O)c3c(=O)c2O[C@@H]2O[C@@H](C)[C@H](O)[C@@H](O)[C@H]2O)cc1O
    · | -1.4
